Bioassay records: PubChem, several laboratories
MCL1 BIM primary: disrupts human MCL1 binding to BIM-BH3 peptide; 0.68% of 320,000 active; inhibition, % at 10.9 µM; GST-MCL1 / FITC-Bim-BH3 fluorescence polarization; Q07820;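 active = inhibition above the mean inhibition of all tested compounds plus 3 SD, set per campaign, cut at about 40% in these data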;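 also: 0% = DMSO wells and 100% = unlabeled Bim-BH3 peptide control; higher means more loss of mP so more displacement of Bim peptide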
GRK2 inh: inhibitors of human GRK2 displacing RNA aptamer | AID 488847 | inhibition of aptamer binding, % at 10 µM | bead flow cytometry, FAM-aptamer displacement from GRK2 | 0.59% of 330,000 active | P25098;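 active = inhibition of aptamer binding above 40%, roughly 3 SD of noise, on plates passing a quality check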;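 also: median bead fluorescence of bound FAM aptamer so fluorescent compounds give negative values; no value below 0 was filed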
Target sequence (P25098 whole entry, looked up): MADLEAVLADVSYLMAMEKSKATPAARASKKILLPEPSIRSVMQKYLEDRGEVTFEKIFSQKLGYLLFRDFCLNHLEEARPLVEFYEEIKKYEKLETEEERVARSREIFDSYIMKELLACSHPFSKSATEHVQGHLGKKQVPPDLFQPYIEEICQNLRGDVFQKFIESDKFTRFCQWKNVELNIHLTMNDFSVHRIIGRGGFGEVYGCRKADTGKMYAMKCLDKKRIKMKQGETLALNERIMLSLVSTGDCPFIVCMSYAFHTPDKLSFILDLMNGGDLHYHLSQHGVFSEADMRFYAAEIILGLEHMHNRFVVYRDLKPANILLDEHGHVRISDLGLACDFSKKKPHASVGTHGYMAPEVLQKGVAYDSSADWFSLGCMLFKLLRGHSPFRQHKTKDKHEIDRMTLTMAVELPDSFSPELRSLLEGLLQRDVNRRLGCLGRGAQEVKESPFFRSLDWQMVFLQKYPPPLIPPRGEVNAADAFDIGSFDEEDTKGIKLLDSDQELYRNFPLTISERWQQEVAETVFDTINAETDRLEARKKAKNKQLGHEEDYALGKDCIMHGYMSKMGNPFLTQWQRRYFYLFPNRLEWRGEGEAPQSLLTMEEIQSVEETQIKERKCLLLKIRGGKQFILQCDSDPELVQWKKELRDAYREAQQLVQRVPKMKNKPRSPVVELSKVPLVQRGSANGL
MEX-5 binding: C. elegans MEX-5 TCR-2 RNA binding activity; Q9XUB2; MEX-5/FITC-TCR2 RNA binding, fluorescence polarization; hits give low values; activity score (negative = inhibition of binding), % at 10 µM; 0.38% of 300,000 active;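 active = inhibition past about -25% in most replicates, and total fluorescence under double the plate's negative control median, limit read from the data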;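 also: 0% = DMSO and -100% = 5 µM competing unlabeled TCR2 RNA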
BCLXL inh: blocks human Bcl-xL binding to Bim BH3 peptide; Q07817; GST-Bcl-xL / FITC-Bim BH3 peptide fluorescence polarization; inhibition, % at 10.9 µM; 0.7% of 320,000 active; AID 2129;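 active = inhibition above the mean of all tested compounds plus 3 SD, cutoff set per campaign, cut at about 30% in these data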;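 also: 0% = DMSO wells and 100% = unlabeled Bim-BH3 peptide competitor; inhibitors lower millipolarization by displacing the labeled peptide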
Target sequence (Q07817 whole entry, looked up): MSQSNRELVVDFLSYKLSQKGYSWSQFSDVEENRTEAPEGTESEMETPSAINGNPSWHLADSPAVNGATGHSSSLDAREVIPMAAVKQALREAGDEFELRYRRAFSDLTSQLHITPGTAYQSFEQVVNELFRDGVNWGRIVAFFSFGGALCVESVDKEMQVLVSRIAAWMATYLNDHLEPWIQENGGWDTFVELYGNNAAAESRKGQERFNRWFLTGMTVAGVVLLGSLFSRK
VLA-4 inh: inhibition in a human VLA-4 binding assay. inhibition, % (about 7 µM as worked out from the volumes in the protocol). VLA-4 expressing cells, ligand binding flow cytometry. P13612. AID 2557. 0.2% of 330,000 active; in the data active = inhibition above about 50%
PME-1 inh: blocks human protein phosphatase methylesterase 1 | recombinant PME-1, FP-Rh probe fluorescence polarization | inhibition, % at 5.9 µM | 0.53% of 320,000 active;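 active = inhibition above the campaign mean of all compounds plus 3 SD, cut at about 26% in these data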;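 also: competitive labeling of PME-1 active site by serine hydrolase directed probe; 0% = PME-1 with DMSO and 100% = wells lacking PME-1 enzyme; inhibitors block probe labeling so polarization falls and inhibition rises; many of its hits are not listed in these tables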
GLD-1 RNA inh: GLD-1-TGE RNA interaction inhibition (C. elegans); inhibition, % at 5.96 µM; 0.44% of 320,000 active; AID 2280; purified GLD-1 + fluorescein TGE RNA, fluorescence polarization; Q17339;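 active = percent inhibition above a per-plate cutoff, the plate mean of test compounds plus 3 SD, cut at about 30% in these data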;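 also: 0% = DMSO wells with GLD-1 and probe and 100% = wells lacking GLD-1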
Fam108B inh: blocks mouse Fam108B hydrolase in RBBP9 counter-screen; recombinant Fam108B, FP-Rh probe fluorescence polarization; inhibition, % at 9.51 µM; 0.33% of 300,000 active; AID 1947;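 active = inhibition above the screen mean inhibition plus 3 SD, computed separately per campaign, cut at about 18% in these data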;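 also: inhibitors lower polarization as less probe binds the enzyme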
Efflux pump mplx: antifungal efflux pump inhibition, Nile Red retention; S. cerevisiae Candida pump triplex; inhibition, % at 10 µM; 0.44% of 330,000 active;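 active = plate passing quality check with inhibition over a set limit, or well fluorescence over plate mean plus 4 SD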;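 also: Nile Red retained in pooled yeast measured as flow cytometry median fluorescence; 0% = buffer negative control and 100% = Enniatin B positive control; higher means more Nile Red kept so more efflux inhibition; some compounds called inactive have numbers as strong as hits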
* marks the source's active call; other numbers are inactive results; . = not tested or not shown. Not all compounds are listed, so the mix of outcomes need not match the whole.

SMILES	MCL1 BIM primary	GRK2 inh	MEX-5 binding	BCLXL inh	VLA-4 inh	PME-1 inh	GLD-1 RNA inh	Fam108B inh	Efflux pump mplx
COc1ccc(N=CC2=C(O)CC(C)(C)CC2=O)cc1OC	-2	3	-0.9	4	21	0	1	0	0.0
c1ccc(-c2noc(CC3CCCCC3)n2)cc1	-4	1	0.4	-2	10	-6	12	2	-0.1
Cc1ccc(CC2C(=O)N(c3ccccc3)C(=O)C2C)cc1 (stereo not drawn)	-1	0	-1.3	-2	4	-1	-1	-3	-0.1
COC(=O)[C@@H]1C[C@H]2CC[C@H](O)C[C@H]2N1Cc1ccc(C(C)(C)C)cc1	-3	1	-1.9	2	16	-1	-1	1	-0.1
CCn1c(=O)cc(SCC(=O)Nc2ccc3c(c2)OCCO3)c2ccccc21	2	0	-0.3	5	2	4	5	2	0.1
CCN1CCN(Cc2ccc(C(=O)Nc3ccc(C)c(NCc4cnc(NC(=O)OC)cn4)c3)cc2C(F)(F)F)CC1	2	0	-1.9	4	-12	-2	1	-3	0.1
CCN(CC)C(=O)CSc1nnc(COc2ccccc2)n1N	1	0	-3.0	9	2	4	-6	0	0.0
CCOc1ccc(C(=O)N/N=C/c2ccc(-c3ccc(S(=O)(=O)Nc4ncccn4)cc3)o2)cc1	9	0	3.9	9	4	-7	0	-3	-0.2
CC(=O)N1c2ccc(S(=O)(=O)N3CCC(C(=O)NCc4ccc(N(C)C)cc4)CC3)cc2CC1C (stereo not drawn)	-2	0	3.2	-3	-4	-4	8	3	-0.1
O=c1[nH]c(NNC(=S)NCc2ccccc2)nc2c1C1(CCCCC1)Cc1ccccc1-2	11	4	2.7	-1	-3	-29	5	-33	0.1
COc1ccc(NC(=O)C2CC(=O)n3c(nc4ccccc43)N2)cc1 (stereo not drawn)	-3	2	3.7	4	-3	0	0	1	0.0
Cc1cc(C(=O)N/N=C/c2ccc(-c3ccc([N+](=O)[O-])cc3C)o2)n[nH]1	12	0	-16	12	3	4	-7	-8	-0.3
Nc1ccc(-c2nc3ccccc3[nH]2)cc1	1	0	-0.3	6	-3	-1	2	4	-0.1
CCn1c(SCc2nc(-c3cccs3)no2)nnc1-c1c[nH]c2ccccc12	-5	0	-1.0	-8	15	14	12	-3	0.1
Cc1nn(-c2ccccc2)c2sc(C(=O)OCn3nnc4ccccc4c3=O)cc12	3	0	0.3	2	6	-6	-2	-5	0.8
CC(=O)Nc1ccc(N(C(=O)c2cnccn2)C(C(=O)NC2CCCCC2)c2ccc(F)cc2)cc1 (stereo not drawn)	4	0	-1.9	3	1	3	2	5	0.1
CC(NC(=O)COC(=O)C1CC1C)c1ccccc1 (stereo not drawn)	.	2	.	.	2	.	2	.	0.0
Brc1cccc(-c2nnc(SCc3nc4ccccc4[nH]3)o2)c1	8	0	-0.6	2	-7	-8	-4	-3	0.0
CSc1ncccc1C(=O)OCC(=O)c1cc(C)n(C)c1C	.	1	.	.	-6	.	5	.	-0.4
O=C(NCCc1cccs1)C1CCC(=O)N(CCc2cccc(F)c2)C1 (stereo not drawn)	0	0	-0.8	-2	5	6	-3	0	0.1
CCOC(=O)CN(C)Cc1cn[nH]c1-c1ccc2cc(OC)ccc2c1	2	0	0.0	0	7	5	4	1	-0.1
CCOC(=O)C1C(=O)C=C(c2ccc(OC)cc2)CC1c1ccco1 (stereo not drawn)	0	0	-4.7	3	-2	1	1	-3	0.0
C=CCNC(=S)NNC(=O)C(CC(C)C)CC(C)O (stereo not drawn)	7	0	-0.4	3	9	1	0	-1	0.0
CCCN(C(=O)COC(=O)Cn1c(=O)oc2ccccc21)c1c(N)n(Cc2ccccc2)c(=O)[nH]c1=O	-15	2	1.0	-7	-13	4	1	1	-0.1
COc1ccc(CC(=O)Oc2cc(C)ccc2C)cc1	0	0	-0.1	-2	4	-1	2	3	4.1
Cc1ccc(/C=C2\SC(N)=NC2=O)s1	-5	0	-5.6	3	-2	-1	10	4	-0.1
CC1CCN(C(=O)CSc2nnc3ccccn23)CC1	.	0	.	.	-10	.	-3	.	0.1
CCOC(=O)/C(=C\c1ccc(OC(F)F)cc1)C1=Nn2c(nnc2-c2ccc(Cl)cc2)SC1	1	0	-0.8	1	60*	-8	-14	-22	0.1
C/C(=N\Nc1ccc(C(=O)O)cc1)c1ccc(Cl)s1	8	2	1.0	2	10	-9	1	2	-3.1
O=C(CN1CCN(c2ccccn2)CC1)Nc1ccc(Br)cc1	-2	0	0.4	1	5	4	-11	4	-0.1

Later entries.
SMILES	MCL1 BIM primary	GRK2 inh	MEX-5 binding	BCLXL inh	VLA-4 inh	PME-1 inh	GLD-1 RNA inh	Fam108B inh	Efflux pump mplx
COC(=O)c1ccc(N2CCN(S(=O)(=O)c3c(C)cc(C)cc3C)CC2)c([N+](=O)[O-])c1	0	1	.	2	5	1	4	0	0.0
Cc1noc(C)c1S(=O)(=O)N1CCC2(CC1)OCCO2	4	0	-0.5	1	-2	-2	8	1	0.0
CC1=NNC(=O)/C1=C\c1cn(-c2ccccc2)nc1-c1cccs1	24	3	-0.3	6	22	0	10	4	0.2
O=C(CCC(F)(F)F)N1CCCC(N2CCN(c3cccc(Cl)c3)CC2)C1 (stereo not drawn)	4	8	0.8	0	-9	-6	-1	-7	0.0
COC(=O)c1ccc(CNC(=O)Cn2cnc3c(OCc4ccccc4)ncnc32)cc1	.	0	.	.	-25	.	-4	.	-0.1
CCc1cccc(C)c1NC(=O)CO/N=C(\C)c1cc2ccccc2o1	-13	0	-2.9	-2	1	-4	-2	2	-0.1
Cc1ccc(CON=C2CCN(c3ncc(C(F)(F)F)cc3Cl)CC2)cc1	9	2	2.8	10	27	-4	14	-1	0.0
C/C(=C\c1ccccc1)CN1CCN(c2ccccc2F)CC1	1	10	-0.8	-2	7	1	-4	-2	0.2
Cc1ccc(N2CC(C(=O)OCC(=O)NNC(=O)c3ccccc3)CC2=O)cc1 (stereo not drawn)	0	3	-0.8	3	3	1	4	2	0.1
Cc1ccc(NC(=O)CN(C)CC(=O)Nc2ccc(N3CCOCC3)cc2)c([N+](=O)[O-])c1	5	3	0.5	3	10	-1	0	10	-0.1
Cc1ccc(C)c(NC(=O)CCC(=O)NNC(=O)c2cccs2)c1	-1	0	1.4	0	7	-5	4	-9	0.1
CN1CCN(C(=O)c2ccc3c(=O)n(Cc4ccco4)c(=S)[nH]c3c2)CC1	6	0	-1.1	-1	-25	-13	-2	2	0.0
CCN(CCNC(=O)c1cc(C)nn1-c1ccccc1)c1ccccc1	-5	0	-2.4	2	-17	3	2	2	-0.3
Cc1cc(-c2csc(NC(=O)c3ccc(S(=O)(=O)N(C)C)cc3)n2)c(C)n1-c1ccccc1	4	2	1.2	0	19	-5	-2	4	0.3
CN1CCN(NC(=O)CN2C(=O)/C(=C/c3ccccc3F)SC2=S)CC1	6	0	-2.1	12	9	-14	1	-4	0.2
Brc1ccc(CSc2ccc3nnc(-c4ccccn4)n3n2)cc1	3	0	-0.3	7	-2	3	-1	-3	0.3
Cc1ccc(S(=O)(=O)N2CCC(C(N)=O)CC2)c(C)c1C	-2	2	0.7	4	0	3	-7	0	0.0
CCC1Sc2ccc(S(=O)(=O)CCC(=O)Nc3ccc(OC(F)(F)F)cc3)cc2NC1=O (stereo not drawn)	5	0	-0.2	1	-5	26*	3	-7	0.1
Cc1ccc(N2CC(C(=O)NCc3cccs3)CC2=O)cc1C (stereo not drawn)	9	0	0.3	5	-2	2	2	-2	0.1
Nc1ccccc1-c1nnc(-c2ccc(-c3ccccc3)cc2)o1	-4	2	-0.2	0	-3	3	1	-2	0.0
COc1ccc(CC(=O)NCCCc2ccccc2)cc1OC	-1	3	-1.0	-2	5	-6	7	2	0.5
C=C(Cl)COc1ccc2c(CCC)cc(=O)oc2c1	1	0	7.1	4	1	4	4	10	0.0
Cc1cc(=O)[nH]c(SCC(=O)Nc2cccc(S(=O)(=O)N3CCOCC3)c2)n1	-1	0	.	7	6	4	-1	.	-0.3
Cc1ccc(OCC(=O)c2cc(C)n(Cc3ccco3)c2C)c([N+](=O)[O-])n1	-1	0	0.5	1	1	-7	1	-2	-0.2
CN(CC(=O)Nc1ccc(N2CCOCC2)cc1)C(=O)CCc1ccccc1Cl	0	0	-0.9	5	6	1	-3	-1	0.0
CCOc1cc(-c2sc(Nc3ccccc3)n[n+]2-c2ccc(F)cc2)ccc1OC	-11	3	0.0	-10	14	-3	-1	-1	0.1
CCC1CCc2c(sc(NC(=O)CSc3nc(-c4ccco4)cc(C(F)(F)F)n3)c2C#N)C1 (stereo not drawn)	0	0	0.2	-4	0	-3	0	-10	0.1
CC(C)(C)Nc1nc2nonc2nc1NC(C)(C)C	4	1	-1.3	0	14	0	-1	2	0.0
COc1ccccc1N1C(=O)CC(Sc2ccccc2N)C1=O (stereo not drawn)	-5	0	-0.2	4	18	1	-4	5	0.1
CC(C)[C@H](NC(=O)c1ccccc1F)C(=O)NCc1ccc(S(N)(=O)=O)cc1	1	1	0.5	4	13	-5	1	-3	0.2
Cc1c(N)cccc1[N+](=O)[O-]	7	0	.	7	-7	-9	-9	.	-0.1
Cn1cnnc1SCC(=O)NC1CCCN(Cc2ccccc2F)C1 (stereo not drawn)	1	1	1.5	2	8	7	2	-4	-0.1
Cc1nc2nc(CCc3ccccc3)nn2c(C)c1Cl	-1	3	0.1	-1	25	3	4	0	-0.1
